Assay outcomes as filed in PubChem BioAssay.
TbPYK inhibitor – T. brucei pyruvate kinase inhibition; Q57TT1; TbPYK enzyme, Kinase-Glo Plus ATP luminescence, 45 min; Potency, µM (highest dose often 76.8 µM), inactives show top-dose activity, negative = inhibition, actives largely listed as inhibitors; 410,000 tested, 0.12% active; AID 624173; also: potency is read from the fitted curve at half-maximal effect; % is scaled to controls: 0 for no effect and ±100 for the full control effect; nearly all actives have a fitted effect of over 50% in size
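Luminescent Kinase-Glo Plus end-point after 45 min room-temperature reaction of T. brucei pyruvate kinase started with 130 uM ADP (final). Buffer TEA 50 mM pH 7.2 with KCl, MgCl2, BSA, Tween-20; titration-based qHTS with fitted concentration-effect curves.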
Pf growth 48h – P. falciparum growth inhibition at 48 hours (one generation); P. falciparum luciferase growth in erythrocytes, 48 h; Potency, µM (top dose mostly 28.7 µM), inactives show at the top dose activity change, negative = inhibition, most hits filed as inhibitors; 310,000 tested, 5.9% active; also: potency is read from the fitted curve at half-maximal effect; % is scaled to controls: 0 for no effect and ±100 for the full control effect
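Compounds are pin-transferred into medium, infected erythrocytes (2% hematocrit, 0.1% parasitemia final) are added, and plates sit one parasite generation at 37 C in 5% CO2. Detection reagent is then added and luminescence measured.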
LmPK inhibitor – inhibitors of Leishmania mexicana pyruvate kinase. AID 1721. Q27686. Potency, µM (top dose mostly 57.5 µM), for the others: at the top dose activity change, negative = inhibition, usual class: inhibitors. 290,000 tested, 0.37% active. purified LmPK, Kinase-Glo ATP luminescence, 1 h; also: potency is read from the fitted curve at half-maximal effect; % is scaled to controls: 0 for no effect and ±100 for the full control effect
Target sequence (Q27686 whole entry, looked up): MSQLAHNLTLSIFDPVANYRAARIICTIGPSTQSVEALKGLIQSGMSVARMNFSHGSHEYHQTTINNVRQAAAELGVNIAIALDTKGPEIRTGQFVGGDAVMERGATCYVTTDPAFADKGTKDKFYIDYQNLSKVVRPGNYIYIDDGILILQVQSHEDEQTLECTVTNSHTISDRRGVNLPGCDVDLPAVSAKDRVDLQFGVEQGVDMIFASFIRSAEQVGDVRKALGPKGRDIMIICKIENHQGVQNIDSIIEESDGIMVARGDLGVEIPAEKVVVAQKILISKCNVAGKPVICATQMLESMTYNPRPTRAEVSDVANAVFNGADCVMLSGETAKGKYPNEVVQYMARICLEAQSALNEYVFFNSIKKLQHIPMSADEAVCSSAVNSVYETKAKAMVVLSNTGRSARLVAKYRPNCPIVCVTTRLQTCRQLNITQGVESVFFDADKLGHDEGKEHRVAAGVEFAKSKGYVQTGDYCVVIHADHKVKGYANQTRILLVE
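In 50 mM imidazole pH 7.2 with 7 mM MgCl2, LmPK (0.1 nM) turned over PEP (0.5 mM) and ADP (0.1 mM) for 1 h at room temperature. Luciferase read-out of ATP.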
Shiga toxin inh – Shiga toxin inhibition; Vero cells, Shiga toxin protein synthesis inhibition reporter; AID 2315; 290,000 tested, 9.2% active; inhibition, % at 38.7 µM; in the data active = inhibition mostly above about 28%, no sharp cut-off; inactive = mostly below about 43%; also: 0% is about no effect
HCV inhibitor – blocks hepatitis C virus. Huh7.5.1 HCVcc-Cre infection, luciferase reporter, 44 h. Potency, µM (doses to about 41.8 µM), for inactives: at the top dose activity change, negative = inhibition, actives largely listed as inhibitors. 340,000 tested, 3.4% active. AID 651820; also: potency is read from the fitted curve at half-maximal effect; % is scaled to controls: 0 for no effect and ±100 for the full control effect
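HCVcc-Cre virus at an moi near 0.5 was added right after compound to cells cultured 4 h from seeding (1,000 cells/well). Luciferase activity was determined 44 h later, 15 min after substrate addition at RT.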
Cycloheximide cs – counter-screen hit for Shiga toxin inhibitors, cycloheximide | AID 2314 | cell reporter, cycloheximide protein synthesis inhibition counterscreen | 300,000 tested, 12% active | max response, %; in the data active = max response mostly above about 13%, no sharp cut-off; inactive = mostly below about 14%; also: read at 38.3 µM for the half of the compounds with a filed dose; 0% is about no effect
Pf growth 96h – P. falciparum growth inhibition at 96 hour, primary screen for plastid delayed-death inhibitors; 320,000 tested, 6.9% active; Potency, µM (titrated, usually from 28.7 µM), for the others: at the top dose activity change, negative = inhibition, most hits filed as inhibitors; P. falciparum luciferase reporter growth, 96 h; also: potency is read from the fitted curve at half-maximal effect; % is scaled to controls: 0 for no effect and ±100 for the full control effect
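P. falciparum expressing integrated firefly luciferase, in erythrocytes at 2% hematocrit, 0.05% parasitemia, incubated with compounds 96 h at 37 C, 5% CO2. Growth inhibition read as loss of luminescence; two-generation exposure targets delayed-death apicoplast inhibitors.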
Numbers without * were called inactive; ? = inconclusive; · = not tested or not shown; [ ] = another dose, or the depositor's remark. Unless noted, calls follow the shape of the dose curve; as a rule, active = well fitted curve in the direction sought with a large enough effect; inconclusive = small, poorly fitted or top-dose-only effect, or another doubt; inactive = no such curve, though single readings can be large; an effect the other way counts as inactive or inconclusive.

1) CCOC(=O)[C@H]1[C@H]2COc3ccc(Br)cc3[C@@H]2N2C(=O)CN(Cc3ccc(OC)cc3)C(=O)[C@@]12C
2) O=C(CCC(=O)N1CCN(c2ccccn2)CC1)c1ccc(Cl)s1
3) CCc1csc(CCNC(=O)C2CCC(=O)N(CCOC)C2)n1 (stereo unspecified)
4) CC(=O)C1=C(O)C(=O)N(CCc2c[nH]c3ccccc23)C1c1ccc(O)cc1 (stereo unspecified)
5) CC1CCC(NC(=O)C(=O)Nc2ccc3c(c2)OCO3)CC1 (stereo unspecified)
6) COc1ccccc1OCCC(=O)OCC(=O)NC(C)c1ccccc1 (stereo unspecified)
7) O=C(Nc1cc(Br)ccc1O)c1cc(-c2ccccc2)on1
8) Cc1ccccc1Nc1nc(N)c2ccccc2n1
Compound	1	2	3	4	5	6	7	8
TbPYK inhibitor	1%	0%	-7%	1%	0%	4%	0%	?
Pf growth 48h	7.4µM*	-28%	27%	?	217%[activator]	4%	2.1µM*	-90%
LmPK inhibitor	·	·	3%	5%	-5%	0%	0%	?
Shiga toxin inh	·	·	-4	-9	116*	-5	27	52*
HCV inhibitor	?	31%[activator]	12%	11%	15%	15%	-1%	-4%
Cycloheximide cs	·	·	-4	5	57*	-9	14*	21*
Pf growth 96h	?	-28%	14%	?	?	?	?	?

3 compounds picked at random from the list so far:
8) Cc1ccccc1Nc1nc(N)c2ccccc2n1
3) CCc1csc(CCNC(=O)C2CCC(=O)N(CCOC)C2)n1 (stereo unspecified)
5) CC1CCC(NC(=O)C(=O)Nc2ccc3c(c2)OCO3)CC1 (stereo unspecified)
Compound	8	3	5
TbPYK inhibitor	?	-7%	0%
Pf growth 48h	-90%	27%	217%[activator]
LmPK inhibitor	?	3%	-5%
Shiga toxin inh	52*	-4	116*
HCV inhibitor	-4%	12%	15%
Cycloheximide cs	21*	-4	57*
Pf growth 96h	?	14%	?

(further entries)
9) Cc1ccccc1-c1noc(CNC(=O)c2ccco2)n1
10) CCOc1ccc(C(=O)Nc2ccccc2OC(F)F)cc1
11) O=C(NCCNc1ccc([N+](=O)[O-])cc1C(F)(F)F)c1ccc(F)cc1
12) COc1ccc(S(=O)(=O)N2CCSC2)cc1C
13) COc1ccc(NC(=O)CN2CCN(CC(=O)Nc3ccc(F)cc3)CC2)c(OC)c1
14) CCOc1ccccc1C(=O)NCC(=O)NCC(C)(C)N1CCOCC1
15) CCC(C)NCCCOc1c(C)cc(C)cc1Br (stereo unspecified)
16) Cc1ccc(C)c(N(CC(=O)NC2CCCCC2)C(=O)c2csnn2)c1
Compound	9	10	11	12	13	14	15	16
TbPYK inhibitor	-8%	-1%	3%	-18%	-4%	-1%	-11%	-3%
Pf growth 48h	7%	12%	?	3%	-18%	-12%	?	2%
LmPK inhibitor	3%	1%	2%	8%	-3%	·	0%	-3%
Shiga toxin inh	-6	65*	-19	-6	-2	·	-9	20
HCV inhibitor	-7%	12%	-9%	12%	4%	-22%	?	0%
Cycloheximide cs	2	10	-2	0	-2	·	-4	-3
Pf growth 96h	?	?	12%	70%[activator]	?	-1%	360%[activator]	1%

17) CS(=O)(=O)NCCSc1nnnn1-c1ccccc1
18) CC(=O)N1CCN(C(=O)COc2ccc(Br)cc2)CC1
19) N/C(Cc1ccc([N+](=O)[O-])cc1)=N\OC(=O)Cc1ccc(Cl)cc1
20) CCOc1cc(/C=N/NC(=O)c2ccncc2)ccc1OC(=O)c1ccc([N+](=O)[O-])cc1
21) COc1ccc(CC(=O)OCC(=O)Nc2c(C)n(C)n(-c3ccccc3)c2=O)cc1OC
22) CC(C)CC(NC(=O)COc1ccccc1)C(=O)O (stereo unspecified)
23) CCCCNC(=O)NNC(=O)COc1cc(C)cc(C)c1
24) COCCC(=O)N1CCC(Oc2ccc(C(=O)NC3Cc4ccccc4C3)cc2)CC1
Compound	17	18	19	20	21	22	23	24
TbPYK inhibitor	-8%	1%	-6%	-9%	0%	6%	0%	2%
Pf growth 48h	22%	7%	-11%	6%	-17%	-2%	-3%	?
LmPK inhibitor	-10%	6%	5%	-2%	·	-2%	1%	2%
Shiga toxin inh	1	1	18	-20	·	-21	16	9
HCV inhibitor	-1%	9%	3%	0%	9%	15%	34%[activator]	?
Cycloheximide cs	-1	-1	2	-5	·	-3	2	17
Pf growth 96h	46%[activator]	43%[activator]	24%	38%[activator]	30%[activator]	12µM*	4%	?

Copied from above, compounds 22–24
22) CC(C)CC(NC(=O)COc1ccccc1)C(=O)O (stereo unspecified)
23) CCCCNC(=O)NNC(=O)COc1cc(C)cc(C)c1
24) COCCC(=O)N1CCC(Oc2ccc(C(=O)NC3Cc4ccccc4C3)cc2)CC1
Compound	22	23	24
TbPYK inhibitor	6%	0%	2%
Pf growth 48h	-2%	-3%	?
LmPK inhibitor	-2%	1%	2%
Shiga toxin inh	-21	16	9
HCV inhibitor	15%	34%[activator]	?
Cycloheximide cs	-3	2	17
Pf growth 96h	12µM*	4%	?

4 compounds from above, limited to LmPK inhibitor, HCV inhibitor and Shiga toxin inh.
| entry | SMILES | LmPK inhibitor | HCV inhibitor | Shiga toxin inh |
| --- | --- | --- | --- | --- |
| 21 | COc1ccc(CC(=O)OCC(=O)Nc2c(C)n(C)n(-c3ccccc3)c2=O)cc1OC | · | 9% | · |
| 22 | CC(C)CC(NC(=O)COc1ccccc1)C(=O)O (stereo unspecified) | -2% | 15% | -21 |
| 23 | CCCCNC(=O)NNC(=O)COc1cc(C)cc(C)c1 | 1% | 34%[activator] | 16 |
| 24 | COCCC(=O)N1CCC(Oc2ccc(C(=O)NC3Cc4ccccc4C3)cc2)CC1 | 2% | ? | 9 |
